From PubChem
TNAP inh noacc: blocks human TNAP activity with no phosphate acceptor present; P05186; purified TNAP, CDP-star luminescence, 30 min; inhibition, % at 20 µM; 200,000 tested, 0.26% active; AID 1012;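 active = tissue-nonspecific alkaline phosphatase inhibition above about 50% at 20 µM in the single-dose screen, limit read from the data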;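 also: 0% = DMSO negative control and 100% = EDTA positive control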
Target sequence (P05186 whole entry, looked up): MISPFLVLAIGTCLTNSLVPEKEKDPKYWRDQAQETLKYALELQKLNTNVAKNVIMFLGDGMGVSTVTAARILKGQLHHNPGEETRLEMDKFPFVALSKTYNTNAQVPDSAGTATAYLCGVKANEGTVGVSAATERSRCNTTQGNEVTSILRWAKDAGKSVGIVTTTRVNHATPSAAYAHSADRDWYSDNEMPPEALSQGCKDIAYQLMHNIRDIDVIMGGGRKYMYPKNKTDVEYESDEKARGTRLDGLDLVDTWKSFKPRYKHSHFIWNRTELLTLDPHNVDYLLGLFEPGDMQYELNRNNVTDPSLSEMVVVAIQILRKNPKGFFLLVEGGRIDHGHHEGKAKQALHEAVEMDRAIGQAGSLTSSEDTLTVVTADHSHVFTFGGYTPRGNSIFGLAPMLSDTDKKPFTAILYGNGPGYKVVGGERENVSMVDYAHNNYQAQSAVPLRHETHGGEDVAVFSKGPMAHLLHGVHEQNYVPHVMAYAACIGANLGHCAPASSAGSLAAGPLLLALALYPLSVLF
Hsp70 act: transcriptional activators of Hsp70. HeLa Hsp70 promoter luciferase reporter, luminescence; scaled: vehicle 0, proteasome-inhibitor control 100%. 200,000 tested, 0.04% active. activation, % at 10 µM;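 active = activation above the mean across all tested compounds plus 3 SD, cutoff set per campaign, cut at about 5.5% in these data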;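 also: 100% = MG132 at 30 µM as the positive control and 0% = DMSO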
L major viab: inhibitors of Leishmania major promastigote growth; Leishmania major promastigotes, resazurin fluorescence viability; inhibition, % at 10 µM; 200,000 tested, 9% active; AID 1063; in the data active = inhibition above about 50%;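 also: promastigotes grown with compound for 44 hours at 28 °C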
Redox H2O2 prof: compounds producing H2O2 with reducing agent – biochemical, NIH compound library profiling, artefact control for MLSCN library redox annotation, primary screen. 200,000 tested, 0.03% active. DTT-dependent redox cycling H2O2, phenol red/HRP absorbance; 100% = 100 µM peroxide control, 0% = buffer. activation, % at 10 µM;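 active = activation of at least 50% relative to the plate's high and low controls in the primary single-dose screen; inactive = activation below 50%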;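 also: compound incubated with DTT at 0.8 mM final as the reducing agent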
TNAP inh hi DEA: inhibitors of human TNAP at high phosphate acceptor concentration; P05186; purified TNAP, CDP-star luminescence, 1 M DEA; inhibition, % at 20 µM; 200,000 tested, 0.03% active; AID 1135;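 active = over 50% inhibition of tissue-nonspecific alkaline phosphatase at 20 µM in the single-dose screen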;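 also: plate controls were DMSO wells for no effect and EDTA-quenched wells as full inhibition for full effect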
PMI activator: activators of human phosphomannose isomerase; purified human PMI, coupled resazurin fluorescence, 20 min; stronger effect = higher value; 1 = vehicle control, 0 substrate-free wells; activation factor at 20 µM; 190,000 tested, 0.005% active; AID 1214;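 active = activation factor of 2 or more at 20 µM, relative to plate controls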
Target sequence (P34949 whole entry, looked up): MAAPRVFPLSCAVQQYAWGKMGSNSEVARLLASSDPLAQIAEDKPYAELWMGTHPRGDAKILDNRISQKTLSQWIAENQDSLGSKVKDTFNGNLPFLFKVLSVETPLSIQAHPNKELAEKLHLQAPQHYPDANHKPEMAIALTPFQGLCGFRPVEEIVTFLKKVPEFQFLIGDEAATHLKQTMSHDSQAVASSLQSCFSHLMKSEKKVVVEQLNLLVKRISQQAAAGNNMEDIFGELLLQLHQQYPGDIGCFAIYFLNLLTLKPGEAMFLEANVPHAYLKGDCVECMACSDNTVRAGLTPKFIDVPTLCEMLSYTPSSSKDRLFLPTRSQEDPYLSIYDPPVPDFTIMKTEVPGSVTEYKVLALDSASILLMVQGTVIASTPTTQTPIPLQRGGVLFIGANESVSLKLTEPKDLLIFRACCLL
S1P3 antagonist: antagonists of human S1P3 receptor | Q99500 | CHO S1P3 NFAT-BLA reporter, FRET fluorescence, antagonist mode | inhibition, % at 4.98 µM | 170,000 tested, 0.27% active;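 active = inhibition above the plate cutoff, the mean inhibition of test wells on that plate plus 3 SD, cut at about 28% in these data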;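 also: cells challenged with S1P at its EC80 of 0.8 µM; blue over green emission ratio from cleaved BLA substrate after 4 h stimulation; 0% = S1P-stimulated wells and 100% = unstimulated DMSO-only wells; some compounds past the cut are filed as inactive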
RAM inhibit: yeast RAM network inhibition; inhibition, % at 50 µM; 190,000 tested, 1.8% active; S. cerevisiae dse1pr::URA3 reporter, 5-FOA growth OD615, 2 d; analog-sensitive cbk1-as2 kinase mutant strain; AID 868;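 active = inhibition above a set limit, 3 SD over mean compound inhibition, cut at about 8.4% in these data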;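 also: 0% = DMSO-only wells with no growth and 100% = 10 µM 1-NA-PP1 full growth; inhibition rescues growth on 5-FOA so higher OD means more RAM inhibition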
PMI act hi M6P: increases human PMI activity with near-saturating mannose 6-phosphate; P34949; coupled PMI enzyme assay, resazurin fluorescence, 20 min; stronger effect = higher value; 1 = untreated enzyme, 0 = substrate-free blank; activation factor at 20 µM; 190,000 tested, 0.34% active;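 active = activation factor of 2 or more at 20 µM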
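Test system: human phosphomannose isomerase with PGI, G6PDH, diaphorase coupling enzymes; amount: 15 ng/mL PMI; incubation: enzyme reaction with compound 20 min at room temperature; technique: resorufin fluorescence (Ex 544/Em 590 nm) from resazurin via diaphorase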
Efa HMGR inh: inhibitors of class II HMG-CoA reductase from Enterococcus faecalis | purified E. faecalis HMGR, NADPH absorbance 340 nm kinetic | inhibition, % at 10 µM | 190,000 tested, 0.41% active;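 active = inhibition above a set limit, the median over all tested compounds plus 3 SD, cut at about 9.5% in these data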;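 also: enzyme runs in reverse so mevalonate oxidation gives rising NADPH absorbance; 0% = complete reaction with DMSO and 100% = background rate lacking mevalonate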
* = called active by the depositor; . = no result given.

Molecule	PMI act hi M6P	TNAP inh hi DEA	Redox H2O2 prof	Hsp70 act	L major viab	TNAP inh noacc	S1P3 antagonist	PMI activator	Efa HMGR inh	RAM inhibit
CCN1CC(CN(C)Cc2nc(-c3ccc(Cl)cc3)no2)CC1=O (stereo unspecified)	1	3	1.0	-0.4	-8	-2	-6	1	-6	0.2
Cc1ccc(C)c(NC(=O)CS(=O)(=O)c2cccc3nsnc23)c1	1	-2	-3.5	-0.1	-2	-9	2	1.1	1	0.2
COc1ccc(C(C(=O)NC2CCCC2)N(C(=O)c2ccoc2C)c2ccccc2)cc1 (stereo unspecified)	1	1	0.2	-0.4	11	-14	5	0.9	7	4.0
O=C(CCc1nc(-c2ccccc2)c(-c2ccccc2)o1)OCc1ccc(Br)cc1	0.9	-3	0.0	-0.4	3	-5	.	0.9	0	0.1
COc1cc(CN(C)C)cc(C=O)c1O	0.5	-3	-0.7	0.0	-5	-8	3	0.8	-5	0.5
COc1cc2c(cc1OC)C(c1cc([N+](=O)[O-])ccc1O)NCC2 (stereo unspecified)	0.8	9	-0.5	-0.5	-1	6	4	0.9	-6	-0.7
O=S(=O)(NCCCc1ccccc1)c1ccc(Cl)cc1	0.8	-2	0.6	-0.2	-6	-9	0	0.8	-10	0.5
Cc1cc(C)n(-c2ccc(Cl)c(C(=O)OCC(=O)N3CCCCC3C)n2)n1 (stereo unspecified)	1.1	-9	.	.	.	-9	-47	1.1	.	.
CCCNC(=O)C(Cc1ccccc1)NS(=O)(=O)c1cccc2nsnc12 (stereo unspecified)	0.9	-6	-8.8	-0.3	8	-9	16	0.9	2	1.6
CC(C)c1ccc(N2CC(C)(C)C2=O)cc1	1.1	-2	-0.1	0.0	-8	-6	3	1.1	2	-1.1
CCCCNC(=S)N/N=C/c1ccc(OCC(=O)Nc2c(C)cc(C)cc2C)c(OC)c1	1.1	3	0.9	-0.3	-1	-12	-10	0.9	3	4.1
O=C(Nc1nsc(-c2ccccc2)n1)c1cccs1	1	-5	-9.3	-0.2	38	-5	-12	1	4	-0.6
CCOC(=O)C1=C(C)NC(=O)NC1c1ccccc1Cl (stereo unspecified)	1.1	-3	0.7	-0.3	6	-11	25	1	1	1.1
C=CCSc1nnc(NC(=O)Cn2cnc3c2c(=O)n(C)c(=O)n3C)s1	0.9	-1	-1.2	-0.1	-4	3	-29	1	-5	1.7
COc1ccc(N2C(=O)C3C(C2=O)C2C=CC3C23CC3)c(OC)c1 (stereo unspecified)	1	-6	-0.7	-0.2	0	-8	.	1	-1	0.2
CSc1cccc(CN2CCN(CCC(C)C)C(CCO)C2)c1 (stereo unspecified)	1	-8	-1.2	0.2	79*	-16	2	1	4	0.0
Cc1cccc(OCc2nnc(N)s2)c1	0.9	-3	2.5	0.1	-6	-12	11	0.9	-2	0.8
CC(C)CNC(=O)CC(=O)N/N=C/c1ccc(Br)cc1	1	-7	-12	-0.5	-3	-11	.	1	.	-0.1
CC(C)(C)C(=O)COc1ccccc1[N+](=O)[O-]	0.9	6	-0.6	0.0	26	-3	-16	1	0	-0.1
CCCCn1c(-c2ccccc2)nnc1-c1ccccc1	0.9	-5	1.3	0.2	7	-10	-59	0.8	-3	-0.3
COc1ccc(C2=[N+]([O-])C(C)(C)C(c3ccccc3)=N2)cc1	1	-2	-0.3	-0.2	8	-5	-16	1	-6	-0.1
COc1ccc(CNc2ncnc3cc(OC)c(OC)cc23)cc1OC	1	7	0.1	-0.3	10	-7	11	1.1	-2	1.1
CCCCOC(=O)c1ccc(O)cc1	1	-6	0.3	-0.2	-6	-5	-5	1.1	7	-0.9
CCOC(=O)c1cnn(-c2cc(Oc3cccc(C)c3)ncn2)c1N	1.1	-6	-1.4	0.3	-7	-3	.	1.1	-1	2.8
COc1ccccc1NC(=S)N1CCC(NC(=O)NC23CC4CC(CC(C4)C2)C3)CC1	1	-4	-8.2	0.3	97*	-16	.	1	.	1.4
O=C(NC(=S)N1CCN(Cc2ccccc2)CC1)c1cccnc1	0.4	-1	-0.4	-0.2	-4	-8	-11	0.8	-4	1.0
O=P(CCO)(c1ccccc1)c1ccccc1	1.1	0	0.1	-0.3	-1	-4	-5	1.1	-4	0.9
COc1ccc2cc(CN(Cc3ccco3)C(=S)NCC3CCCO3)c(=O)[nH]c2c1 (stereo unspecified)	.	-3	0.0	-0.3	0	-8	5	.	-4	6.1
Cc1ccc2nc(NS(C)(=O)=O)sc2c1	1	-4	-0.6	-0.3	-1	-9	-5	1.1	-5	0.8
CCOC(=O)c1cnn(CCOC(=O)c2ccccc2F)c1NC(=O)c1ccccc1F	1	4	-0.5	-0.4	-3	-13	-1	0.9	-2	0.9
Cn1c(C(=O)NC2CC2)cc2c(=O)n(C)c3ccccc3c21	1	-2	-0.9	-0.1	4	-12	-11	1	-4	0.9
O=C(O)CCN1C(=O)c2ccccc2C1=O	0.9	-9	2.1	-0.6	-3	-13	3	0.9	2	-0.2
Cc1ccc(S(=O)(=O)N2CCC(=O)N(C(COCc3ccc(Cl)cc3Cl)Cc3ccccc3)CC2)cc1 (stereo unspecified)	0.9	-8	1.7	-0.5	26	-9	0	0.9	1	6.8
C=CCn1c(C)cc(C(=O)CN2NS(=O)(=O)c3ccccc3C2=O)c1C	1.1	-5	-0.3	-0.1	32	-12	-10	1.2	1	2.1
CC1CC(C)CN(S(=O)(=O)c2ccc(C(=O)NCc3ccco3)cc2)C1 (stereo unspecified)	1	-3	-0.1	-0.2	11	-10	-7	0.9	-2	1.5
COc1ccc(/C(N)=N/OC(=O)CCCc2ccccc2)cc1OC	0.8	-3	-0.1	-0.5	-9	-15	-6	0.8	-1	-1.3
O=C(O)c1cnc(N2CCOCC2)nc1	1.1	-2	-0.4	-0.1	0	-5	-1	1.1	-9	2.7
OCc1ccnc(Cl)c1	1.1	1	0.1	-0.1	-1	-5	7	1.1	-7	1.1
C=CCOc1ccc(CNCCO)cc1OCC	1.1	4	-0.5	-0.3	-8	-17	3	1	-2	1.2
CCOc1ccc(N(C(=O)CNS(=O)(=O)c2ccccc2)C(CC)C(=O)NCc2ccco2)cc1 (stereo unspecified)	.	-5	-0.2	-0.2	2	-8	-1	.	-2	0.4
COC(=O)N(NC(=O)C(O)(c1ccccc1)c1ccccc1)c1ccc(C)cc1	1	-5	-0.2	-0.3	0	-15	2	0.9	-8	-1.4
CCCCCn1c(Br)nc2c1c(=O)n(CC(N)=O)c(=O)n2C	0.9	-5	3.0	-0.3	-5	-9	1	0.8	-8	0.4
CCOC(=O)CSc1nc2ccccc2n2cnnc12	0.9	-2	0.8	0.2	7	-11	6	0.9	-3	0.1
COc1ccccc1/C=C/C(=O)OCCN1CCOCC1	1.1	5	-0.1	-0.1	-5	-11	3	1	-5	0.0
O=C(NNC(=O)C1CCCCC1)c1cnccn1	0.8	-5	-4.8	-0.1	-5	-10	.	0.8	-1	0.7
COc1ccc(CCNC(=O)C2CCN(C(=O)c3cccs3)CC2)cc1	1	-4	-0.4	0.1	-7	-12	-16	1	3	2.7
O=C(Cc1ccc([N+](=O)[O-])cc1)Nc1ccc2c(c1)OCO2	1.1	-5	-0.6	-0.1	-1	2	-5	1.1	0	2.1
Cc1ccc(CN2CCN(Cc3ccon3)CC2CCO)cc1 (stereo unspecified)	1.1	-5	0.7	-0.2	-3	-6	10	1	-3	2.8
CC1=C(C(=O)OCc2ccccc2)C(c2ccc(-c3ccccc3)cc2)NC(=O)N1CCCCCC(=O)O (stereo unspecified)	1	0	0.3	-0.2	-9	-2	4	1	-7	11*
CCOc1ccc(OCc2ccc(C(=O)N3CCCC(C)C3)cc2)cc1 (stereo unspecified)	0.9	-1	-0.6	-0.1	-1	-7	-12	0.9	1	0.4
COc1cc(NC(=S)N2CCN(c3ccccn3)CC2)c(OC)cc1Cl	0.8	-5	0.2	-0.3	8	-21	-20	0.9	-7	0.1
Cc1nc2cc(C(=O)OCC(=O)NC(C)C(C)C)ccc2n1-c1ccccc1 (stereo unspecified)	1	-6	-0.3	-0.1	-2	-9	6	1	-1	3.2
O=C(COC(=O)CCC1CCCC1)Nc1nc2c(F)c(F)c(F)cc2s1	0.9	0	0.0	0.1	-8	-10	-1	0.8	2	1.1
Cn1c(-c2ccc(F)cc2)cnc1SCC(=O)NCc1ccco1	1	-9	1.9	-0.3	6	-20	-23	1	4	1.9
COc1cc(OC)cc(-n2nnnc2SCC(=O)NCc2ccc3c(c2)OCO3)c1	1	-5	-1.1	-0.3	-3	-11	1	1	-2	1.2
CC(NC(=O)C(=O)NN=C1CCC(C(C)(C)C)CC1)c1ccccc1 (stereo unspecified)	1	0	-0.3	0.1	-5	-15	3	1	-6	-0.3

The list continues.
Molecule	PMI act hi M6P	TNAP inh hi DEA	Redox H2O2 prof	Hsp70 act	L major viab	TNAP inh noacc	S1P3 antagonist	PMI activator	Efa HMGR inh	RAM inhibit
Cc1nc2ncnn2c(N2CCN(c3cccc(C(F)(F)F)c3)CC2)c1C	0.9	-6	-0.8	-0.3	11	-3	15	0.8	-6	-1.9
O=C(CCS(=O)(=O)c1cc(Br)cc2c1N(C(=O)C1CC1)CC2)NCc1ccco1	1	-2	-2.4	-0.1	-7	-9	-19	0.9	-6	0.8
CNc1nc(Nc2ccccc2)nc(OCC(F)(F)F)n1	1.1	-5	0.1	-0.1	6	-10	39*	1.1	-4	1.9
CCc1ccc(-c2ccc(C(=O)O)cc2)nc1	1.1	-3	2.8	0.3	0	-10	-18	1	-9	-0.8
CN(CC(=O)Nc1ccc(F)c(F)c1)S(=O)(=O)c1cccc2nsnc12	0.9	-4	-3.5	-0.4	6	-11	20	0.9	-6	0.4
N#C/C(=C/c1cn(-c2ccccc2)nc1-c1cccc(OCc2ccc(F)cc2)c1)C(=O)NCCCn1ccnc1	1	-2	1.9	0.2	100*	-3	5	1.1	3	2.2
COc1ccc(-c2noc(CSc3nc4ccccc4c(=O)n3-c3ccc(C)cc3)n2)cc1	0.9	-4	0.2	-0.1	18	-3	.	0.9	5	6.3
CN=C1S/C(=C\c2cn(CC(=O)OC)c3ccccc23)C(=O)N1C	0.9	-5	-0.7	0.0	1	-17	-11	0.9	-12	1.6
CCc1nnc(NC(=O)CSc2nnc(C3CCCCC3)n2-c2cccc(Cl)c2)s1	1	-2	0.6	0.3	-5	-4	.	1	-1	0.8
O=C(CN1CCC(O)(c2ccc(F)cc2)CC1)NCc1ccc(F)cc1	1	-7	-0.1	-0.3	-1	-9	8	0.9	4	0.8
Cc1cc([N+](=O)[O-])ccc1NCc1ccco1	0.8	3	-0.3	-0.1	-8	-1	15	0.9	8	-0.9
